Lipid storage S3 = qHTS Assay for Lipid Storage Modulators in Drosophila S3 Cells; Drosophila S3 cells, BODIPY lipid droplet fluorescence, 18-24 h; cells fed with added oleic acid; Potency in µM for hits, for the others lipid storage change, negative = inhibition, % at the top dose, mostly 46.1 µM; 320,000 tested, 0.64% active; active means well fitted inhibition curve with a large enough effect in the signal ratio, with a control signal flat, not every such curve was filed as active; inconclusive means small, poorly fitted or top-dose-only effect, or effect the other way, or a change in a side signal; the % refers to the signal ratio
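Laser-scanning cytometry quantifies lipid droplet accumulation (500–530 nm total intensity; droplet/cell object ratio) in oleic acid-fed (400 uM added) Drosophila S3 cells treated with a concentration series. 20 uM Triacsin C defined 100% inhibition.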
Lipid storage S3 cell count max = recorded beside Lipid storage S3, whose call it bears; cell number change, %; measured here: cell count max response;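 cells counted by Cell Tracker Red CMTPX staining in the red channel; peak over a dose series mostly up to 46.1 µM; percent activity relative to internal control wells on each plate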
The depositor's hits bear a star; i = inactive; u = inconclusive; x = no result given; [ ] = dose if it differs, or a comment. On the % scale 0 is the no-effect control and ±100 the full control effect; potency means the concentration at half of the fitted maximal effect. Only part of the results is shown, so the mix of outcomes need not match the whole.

SMILES	Lipid storage S3	Lipid storage S3 cell count max
O=C(Nc1ccc2c(c1)OCO2)c1cccc(F)c1	u	x
O=C(CNC(=O)c1cccc(Br)c1)N/N=C/c1ccc[nH]1	u	x
COc1cccc(NC(=O)c2ccc3nc(C)sc3c2)c1	i	0.3
O=C(c1cc(-c2ccccc2)nc2ccccc12)N1CCN(c2ccccn2)CC1	i	x
O=C(NCCn1ccc2ccccc21)c1ccc(S(=O)(=O)N2CCOCC2)cc1	i	x
N#Cc1c(SCC(N)=O)nc(-c2ccccc2)c2c1CCCC2	u	x
CCOc1cc(N2CCOCC2)c(OCC)cc1NC(=O)CSc1n[nH]c(N)n1	10.3%	21.7
COc1ccccc1NC(=O)c1ccc(S(=O)(=O)N2CCCC(C)C2)cc1 (configuration not stated)	u	x
O=C(C1CCC1)N1CCc2cc(S(=O)(=O)NCc3ccccn3)ccc21	u	x
Cc1ccc(S(=O)(=O)n2nc(C)cc2C)cc1	u	x
O=C(CCC1CCCCC1)NCCN1C2=NC[C@@H](Cc3ccccc3)N2C[C@H]1Cc1ccc(O)cc1	11.1%	0.3
N#Cc1c2n(c3c(=S)nc[nH]c13)CCCCC2	u	x
COc1ccc(S(=O)(=O)Nc2ccccc2SC)cc1C	u	x
Cc1ccc(OCC(=O)N/N=C/c2cn(Cc3ccccc3)c3ccccc23)cc1	u	x
CC1CCCC(NC(=S)NC(=O)c2cncc(Br)c2)C1C (configuration not stated)	-61.9%	x
Cc1ccc(Nc2ccc([N+](=O)[O-])cn2)cc1Cl	u	x
Cc1ccc(CC(=O)NCc2ccc(Cl)cc2)cc1	u	x
CCOC(=O)c1c(NC(=O)COC(=O)c2ccncc2)sc(C)c1C	2.5%	-18.0
CC(C)(C)NC(=O)Nc1ccc(Br)cc1	0.2%	2.9
COc1ccc(C(=O)NNC2=C(C(=O)C(F)(F)F)CCC2)cc1	u	x
CC1CC(C)CN(C(=O)c2cccc(S(=O)(=O)N3c4ccccc4CC3C)c2)C1 (configuration not stated)	u	x
O=C(NC1CCCC1)C(c1cccnc1)N(C(=O)c1csnn1)C1CCCC1 (configuration not stated)	0.5%	-8.4
COC(=O)[C@@H](Cc1c[nH]c2ccccc12)NC(=O)c1cc(=O)[nH]c2ccccc12	u	x
Cc1cccn2c(=O)c3cc(C(=O)NCCN4CCOCC4)c(=N)n(CCN4CCOCC4)c3nc12	u	x
Cc1ccc(NC(=O)CC(C)S(=O)(=O)c2ccc3c(c2)NC(=O)CO3)c(Cl)c1 (configuration not stated)	u	x
SMILES	Lipid storage S3	Lipid storage S3 cell count max
CCCn1nc2cc(C(=O)NCC34CC5CC(CC(C5)C3)C4)ccc2c1OCC	u	x
CCOC(=O)N1CCN(C(=O)CCC2CCCC2)CC1	u	x
COc1cc(C(=O)N2CC(C)OC(C)C2)c([N+](=O)[O-])cc1OC (configuration not stated)	u	x
CCC(=O)N1C(C(=O)O)CSC1c1ccc(OC)cc1 (configuration not stated)	u	x
CC(C)n1nc(C(=O)Nc2nnc(SCc3c(Cl)cccc3Cl)s2)c2ccccc2c1=O	u	x
O=C(CSc1nnc(-c2ccccc2)n1C1CCCCC1)Nc1ccc(S(=O)(=O)Nc2ccccn2)cc1	-0.2%	-0.6
COc1ccccc1NC(=O)c1cc([N+](=O)[O-])ccc1N1CCOCC1	-9.7%	-18.4
Cc1ccc([N+](=O)[O-])cc1S(=O)(=O)Nc1ccccn1	u	x
CCn1c(C)c(C(C)=O)c(N2CCN(C(=O)c3ccco3)CC2)nc1=S	i	-9.6
Cc1ccc(S(=O)(=O)C2(C(=O)N3CCN(C4CCCCC4)CC3)CC2)cc1	3.7%	-2.4
O=C(Nc1ccccc1)N(Cc1ccccc1)C1=NCCS1	u	x
CCCn1c(SCC(=O)c2[nH]c(C)c(C(C)=O)c2C)n[nH]c1=O	u	x
CN1C(=S)N(c2cccnc2)C(=O)/C1=C\c1ccc(C(C)(C)C)cc1	22.9%	x
Cc1cc([N+](=O)[O-])ccc1Nc1nc2ccccc2n2cnnc12	7.9%	x
COc1ccccc1NC(=O)C(Sc1ccccc1)c1ccccc1 (configuration not stated)	9.1%	-12.2
Cc1cc2c(nn1)CCc1nonc1-2	11.5%	-2.0
Nc1c(C(=O)OCC2CCCO2)c2nc3ccccc3nc2n1C1CCCC1 (configuration not stated)	u	x
Cc1ccc(C)c(NC(=O)C(C)N2C(=O)c3ccccc3C2=O)c1 (configuration not stated)	15.2%	-11.8
COc1cccc(OCCSc2nc3ccccc3c(=O)[nH]2)c1	u	x
COc1ccc(OC)c(C(C)NC(=O)C(C)n2cc([N+](=O)[O-])cn2)c1 (configuration not stated)	-0.6%	-1.7
CCOC(=O)C1(CCCc2ccccc2)CCN(CC(O)CO)CC1 (configuration not stated)	8.0%	13.5
COc1ccccc1CNC(=O)CSc1nc(C)cs1	u	x
Nc1nnnn1/N=C/c1ccc(O)cc1	u	x
CCN1C(=O)C2(C(C#N)=C(N)Oc3n[nH]c(-c4ccccc4)c32)c2ccccc21 (configuration not stated)	u	x
COc1cccc(/C=N/NC(=O)CNC(=O)c2ccc(S(=O)(=O)N3CCOCC3)cc2)c1OC	u	x
SMILES	Lipid storage S3	Lipid storage S3 cell count max
NS(=O)(=O)c1ccc(CNC(=O)CNC(=O)c2ccc(F)cc2)cc1	10.9%	-2.5
O=C1NC2(CCCCC2)C(=O)N1c1ccccc1	u	x
COC(=O)c1ccc(COc2ccc3c4c(c(=O)oc3c2)CCC4)o1	1.7%	3.3
S=C(Nc1ccc2nsnc2c1)N1CCCC1	5.2%	4.3
CN(C)S(=O)(=O)c1cccc(-c2cn3ccccc3n2)c1	12.1%	-0.6
Cc1ccc(CCNC(=O)c2ccc3nc4ccccc4c(=O)n3c2)cc1	u	x
Cc1cc(/C=C(\C#N)C(=O)Nc2ccccc2)c(C)n1-c1ccc2c(c1)OCO2	u	x
Nc1c2c(nc3ccc(Br)cc13)N(Cc1ccccc1)CC2	u	x
CC(N)c1ccc(Cl)cc1Cl (configuration not stated)	0.3%	-3.8
CCCn1ncc(OC)c(Cl)c1=O	-7.8%	1.8
Cc1ccc(NC(=O)/C(C#N)=C/c2cc(C)n(-c3ccc(N4CCOCC4)c([N+](=O)[O-])c3)c2C)c(C)c1	u	x
Cc1cccc(NCc2nc(SCC(=O)Nc3ccccc3)n[nH]2)c1	18.1%	-31.0
COc1ccc(N2C(=O)CC(C3CCCO3)C2=O)cc1 (configuration not stated)	u	x
Cc1cccc(-n2ccnc2SCC(=O)Nc2cccc(S(=O)(=O)NC3=NCCC3)c2)c1C	i	-16.1
COc1ccc(S(=O)(=O)N2CCCCC2)cc1C(=O)N1CCCC1	u	x
Cc1c(Cl)cccc1NC(=O)CN1CCN(CCN=CC2=C(O)CC(c3ccccc3)CC2=O)CC1 (configuration not stated)	0.0%	-16.1
O=C(NNc1c(Cl)cccc1Cl)c1ccno1	6.2%	-1.4
O=C(CSc1nc2c(c(=O)n1-c1ccccc1)SCC2)N1CCOCC1	4.2%	-0.2
NC(=O)c1ccccc1NC(=O)Nc1ccc(F)c(Cl)c1	-24.6%	x
CCCCOC(=O)Cc1c(O)c2ccccc2[nH]c1=O	u	x
CC(=O)Nc1cccc(-c2cn3ccc(C)cc3n2)c1	13.7%	3.2
CC(Sc1ccccc1)C(=O)NCC1COc2ccccc2O1 (configuration not stated)	10.5%	16.0
O=C(NC1CCCC1)C(NS(=O)(=O)c1ccc(Br)s1)c1ccccc1 (configuration not stated)	u	x
CCOC(=O)c1[nH]c2ccc(OC)cc2c1NC(=S)N1CCN(C(=O)OCC)CC1	4.6%	0.8
CN(C)N=Nc1nc2c(c(=O)n(C)c(=O)n2C)n1CC1CO1 (configuration not stated)	-4.7%	x

As a short view, part of the list above.
SMILES	Lipid storage S3	Lipid storage S3 cell count max
O=C(NC1CCCC1)C(NS(=O)(=O)c1ccc(Br)s1)c1ccccc1 (configuration not stated)	u	x
CCOC(=O)c1[nH]c2ccc(OC)cc2c1NC(=S)N1CCN(C(=O)OCC)CC1	4.6%	0.8
CN(C)N=Nc1nc2c(c(=O)n(C)c(=O)n2C)n1CC1CO1 (configuration not stated)	-4.7%	x

The list goes on.
SMILES	Lipid storage S3	Lipid storage S3 cell count max
Cc1ccc(C)c(S(=O)(=O)N2CCCCC2CCNC(=O)C(=O)NCCc2ccco2)c1 (configuration not stated)	u	x
O=C(CSc1ccc2nnc(-c3cccnc3)n2n1)Nc1ccccc1C(F)(F)F	-17.3%	1.2
O=C(NCc1ccncc1)C1CCN(S(=O)(=O)c2ccc(F)cc2)CC1	i	1.3
O=c1[nH]c(C2CCN(S(=O)(=O)c3ccc([N+](=O)[O-])cc3)CC2)nc2c1nnn2Cc1ccccc1	i	5.1
C=CCn1c(C)cc(C(=O)COC(=O)CNC(=O)c2ccccc2)c1C	u	x
COc1ccc(CN(CC2CCC(C(=O)O)CC2)C(=S)Nc2ccc(C)c(Cl)c2)cc1 (configuration not stated)	6.8%	5.8
COc1ccc(S(=O)(=O)NC2CC2)cc1Br	11.9%	5.8
O=C(CSc1nc2ccccc2c(=O)n1CCCN1CCOCC1)NC12CC3CC(CC(C3)C1)C2	-14.9%	13.0
O=C(Cn1nnc(-c2cc(Cl)ccc2-n2cnnn2)n1)N1CCCc2ccccc21	i	x
COc1ccc(NC(=O)c2cc3nc(-c4ccccc4)cc(-c4ccccc4)n3n2)c(OC)c1	i	13.6
Cc1ccccc1C(=O)O/N=C1\CCS(=O)(=O)c2sccc21	i	x
COc1ccc(Nc2nc(N)nc(CN3CCc4ccccc4C3)n2)cc1	8.4%[9.22 µM]	x
O=C(CCCOc1ccc(Cl)cc1Cl)Nc1ccc(O)cc1C(=O)O	i	-19.1
S=C(NCCc1ccccn1)Nc1cccc(Cl)c1	u	x
Cc1ccc(NC(=O)c2ccc3c(c2)CCN3S(C)(=O)=O)c(C)c1	2.1%	10.2
CC(=O)c1c(OCC(=O)O)ccc2c(C)cc(=O)oc12	u	x
Cc1cnc(C(=O)Nc2ccc(C)c(S(=O)(=O)N3CCCCC3)c2)cn1	u	x
Cn1c(=O)c2[nH]c(SCC(=O)c3ccc(F)cc3)nc2n(C)c1=O	u	x
Cc1ccc(C)c(S(=O)(=O)N2CCN(C(=O)C(C)Sc3ccccc3)CC2)c1 (configuration not stated)	u	x
CN(C(=O)Nc1ccccc1)n1cnc2ccccc2c1=O	8.6%	-1.5
Cc1ccc(/C=C2\SC(=S)N(c3c(C)n(C)n(-c4ccccc4)c3=O)C2=O)cc1	-5.1%	-3.2
O=C(NCCN1CCOCC1)C1CCCN(S(=O)(=O)c2ccc(F)cc2)C1 (configuration not stated)	u	x
Cc1sc2nc(SCc3nc(-c4ccccc4)no3)n(-c3ccccc3)c(=O)c2c1C	6.8%	8.5
COC(=O)\C(C(C)=O)=C(/C=C/C=C/C=C/N(C)C)N(C)C	0.7%	19.1
C=C(C)C1CC=C(C)/C(=N/NC(=O)c2cccs2)C1 (configuration not stated)	22.3%	x
SMILES	Lipid storage S3	Lipid storage S3 cell count max
CCN/N=C(\Cc1nc2ccccc2[nH]1)c1ccccc1	u	x
CCN(CC)c1ccc(N2C(=NC(=O)C3CCCO3)SC3CS(=O)(=O)CC32)cc1 (configuration not stated)	u	x
O=C(CCN1C(=O)c2ccccc2C1=O)Nc1cccnc1	8.0%	5.8
COc1ccc(OC)c(NC(=O)CS(=O)(=O)c2ccccc2)c1	u	x
CN(C)c1ccc(N2C(=NC(=O)CCc3ccccc3)SC3CS(=O)(=O)CC32)cc1 (configuration not stated)	i	-7.8
CC1(C)CC2(C)Nc3ccccc3N2C(=S)N1 (configuration not stated)	3.7%	-13.1
C=CCn1c(CNc2ccccc2)nnc1SCC(=O)N/N=C/c1ccc(O)cc1O	-19.1%	13.5
O=C(NCc1ccc2c(c1)OCO2)C1CC(=O)N(CCc2ccccc2)C1 (configuration not stated)	u	x
CC(C)CCn1cnc2c(sc3nc4c(cc32)CSC(C)(C)C4)c1=O	4.5%	2.1
CCOC(=O)N1CCC(NC(=O)c2cnn3ccccc23)CC1	i	x
CCCOc1cccc(C(=O)N(Cc2cccs2)C2CCS(=O)(=O)C2)c1 (configuration not stated)	u	x
CCn1cc(C(=O)O)c(=O)c2cnc(N3CCN(C(=S)NC(=O)c4ccccc4Cl)CC3)nc21	2.1%	-1.1
CCOC(=O)C1CCCN(C(=O)c2cn(C)c(=O)c3cc(OC)c(OC)cc23)C1 (configuration not stated)	7.7%	-7.7
O=C(CN1C(=O)COc2ccc(Cl)cc21)N1CCOCC1	9.2%	6.9
COc1ccc2c3c(cccc13)C(=O)CC2	u	x
CN(C)S(=O)(=O)c1cccc(NC(=O)COc2ccc3ccccc3c2)c1	u	x
O=C(N/N=C/c1cc([N+](=O)[O-])ccc1O)c1c[nH]c2ccccc12	0.0%	10.5
Nn1c(CSc2ccccn2)nc2ccccc2c1=O	u	x
Cc1ccc(C)c(OCCC(=O)N2CCN(S(=O)(=O)c3cc(C)ccc3C)CC2)c1	u	x
Cc1cccc(-c2nc3ccccc3c(=O)n2NC(=O)/C=C/c2ccc([N+](=O)[O-])cc2)c1	u	x
CC(C)n1cc(C(=O)NC2CC(C)(C)Cc3c2cnn3-c2ccccc2)cn1 (configuration not stated)	u	x

Ordered by heavy-atom count (lowest first): part of the list above
SMILES	Lipid storage S3	Lipid storage S3 cell count max
COc1ccc(OC)c(NC(=O)CS(=O)(=O)c2ccccc2)c1	u	x
CCOC(=O)C1CCCN(C(=O)c2cn(C)c(=O)c3cc(OC)c(OC)cc23)C1 (configuration not stated)	7.7%	-7.7
CN(C)c1ccc(N2C(=NC(=O)CCc3ccccc3)SC3CS(=O)(=O)CC32)cc1 (configuration not stated)	i	-7.8
CCn1cc(C(=O)O)c(=O)c2cnc(N3CCN(C(=S)NC(=O)c4ccccc4Cl)CC3)nc21	2.1%	-1.1

Screens from PubChem BioAssay.
